# NPYLR7 ag – agonists of mosquito NPYLR7 receptor, primary screen, cell-based, Aedes aegypti, calcium fluorescence, mosquito biting behavior. HEK293T NPYLR7/Galpha15, GCaMP6s calcium fluorescence. hit rate 0.15% among 270,000. AID 1259423, 2018. activation, % at 10 µM; in the data active means activation above about 40%;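 further: 0% = vehicle and 100% = reference agonist at the receptor; some compounds past the cut are filed as inactive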
# hcGAS inh – Primary biochemical luminescence assay for human cyclic GMP-AMP synthase inhibitors. recombinant h-cGAS, ATP depletion, Kinase-Glo luminescence. inhibition, % at 12.5 µM. hit rate 0.081% among 290,000. Q8N884;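 further: 0% = vehicle reaction and 100% = reaction without DNA for no activity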
# Target sequence (Q8N884 whole entry, looked up): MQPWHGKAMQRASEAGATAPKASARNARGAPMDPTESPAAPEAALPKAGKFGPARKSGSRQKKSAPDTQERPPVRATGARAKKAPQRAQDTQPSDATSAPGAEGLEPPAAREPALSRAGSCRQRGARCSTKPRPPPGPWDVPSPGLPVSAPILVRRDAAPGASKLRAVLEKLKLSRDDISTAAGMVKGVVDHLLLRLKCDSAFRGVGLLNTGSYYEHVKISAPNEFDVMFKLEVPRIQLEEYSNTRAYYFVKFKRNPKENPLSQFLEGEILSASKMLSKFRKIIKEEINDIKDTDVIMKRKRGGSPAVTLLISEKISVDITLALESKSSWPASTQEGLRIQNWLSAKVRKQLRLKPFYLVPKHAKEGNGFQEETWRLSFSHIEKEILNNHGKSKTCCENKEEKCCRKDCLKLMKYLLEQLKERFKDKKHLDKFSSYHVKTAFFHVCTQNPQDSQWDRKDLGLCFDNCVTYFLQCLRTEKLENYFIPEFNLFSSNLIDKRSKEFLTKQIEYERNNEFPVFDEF
# mcGAS inh – cyclic GMP-AMP synthase inhibitors, mouse, primary biochemical chemiluminescence; hit rate 0.15% among 160,000; Q8C6L5; recombinant cGAS, Kinase-Glo ATP depletion luminescence; inhibition, % at 12.5 µM;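 further: 0% = negative control wells and 100% = reference inhibitor with no enzyme activity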
# * = called active by the depositor; . = no result given; & = joins results of further samples. Unless noted, no stated cut-off is given here; in the data, active means inhibition above about 40%; inactive means the rest.
SMILES,NPYLR7 ag,hcGAS inh,mcGAS inh
CN(C(=O)NCC1CCCO1)C1CCS(=O)(=O)C1 (stereo unspecified),11.5,-6.7,.
Cc1cc(C)c(C#N)c(Nc2cc(Cl)ccc2Cl)n1,-3.1,-2.8,-5.0
Cc1c(N)cccc1-n1cccc1,-2.8,3.2,.
CN1CCCN(c2ncccc2CNC(=O)C(O)c2ccc(F)cc2)CC1 (stereo unspecified),12.3,-1.3,.
CCOC(=O)Cc1n[nH]c(CNc2ccc(C)cc2)n1,1.2,-6.2,.
COC(=O)c1sc(N2C(=O)C(O)=C(C(=O)c3cccs3)C2c2ccccc2F)nc1C (stereo unspecified),-0.1,-2.9,-5.5
CC[N+](CC)(CC)CCC(O)(c1ccccc1)C1CCCCC1 (stereo unspecified),-8.0,-2.9,.
N#Cc1ccsc1NC(=O)CCN1CCOC(c2ccc(Cl)cc2)C1 (stereo unspecified),5.1,-2.3,.
COc1ccccc1N1CCN(c2cc(Oc3ccc(Cl)c(C)c3)ncn2)CC1,4.7,-9.2,-4.7
CCOC(=O)c1c(C)noc1N,6.3,2.7,.
Cc1nnc(SCC(=O)N2CCCC(CNC(=O)c3ccc(-c4ccccc4)cc3)C2)o1 (stereo unspecified),12.9,-5.9,-8.9
O=C(NCCSCc1cccs1)c1cc(Br)ccc1Cl,2.5,-6.8,.
O=C(C1=CCCCC1)N1CCCC(Nc2ccc(F)cc2)C1 (stereo unspecified),1.3,-5.1,.
O=C(CSc1ncc(S(=O)(=O)c2ccc(Cl)cc2)c(=O)[nH]1)N1CCCc2ccccc21,4.5,-2.4,-0.9
COc1ccc(CCn2c(N)c(C(=O)NCC3CCCO3)c3nc4ccccc4nc32)cc1 (stereo unspecified),2.4,-0.1,.
Cc1ccc2nc(CN(C)c3cc(C4CCNCC4)nc(C)n3)[nH]c2c1,3.7,-6.1,.
OC1CCCc2c(OCCCOc3ccc(F)cc3)cccc21 (stereo unspecified),0.0,-2.6,.
COC(=O)c1ccc(COn2c(=O)c(C)[n+]([O-])c3ccccc32)cc1,0.0,-8.2,.
CCN(CC(=O)Nc1c(-c2ccccc2)c(C)nn1-c1ccccc1C)C(=O)Nc1c(Cl)cccc1Cl,.,-11.3,-6.1
O=c1c2c(nc(SCc3ccccc3)n1-c1ccc(F)cc1)CCS2,1.3,2.0,-5.8
COc1ccccc1-c1ccc2c(c1)C(C)(Cc1cccc(C(F)(F)F)c1)C(=O)N2 (stereo unspecified),1.8,3.2,-3.5
COc1cccc(CNC(=O)C2CCN(C(=O)[C@@H]3CCCN3C(=O)Cc3nc(-c4cccc(F)c4)oc3C)CC2)c1,3.9,0.3,-4.2
COc1ccc(C(=O)NC2CC(=O)N(Cc3cccc(F)c3)C2)cc1O (stereo unspecified),8.7,-5.8,.
O=C(c1cc2c(=O)n3ccccc3nc2s1)N1CCC2(CC1)OCCO2,7.4,-7.3,.
Cc1ccc(-c2nc(C)c(C(C)NC(=O)N3CCC3)s2)cc1 (stereo unspecified),0.2&-4.5,-1.7&5.8,0.3
# The list goes on:
SMILES,NPYLR7 ag,hcGAS inh,mcGAS inh
C#CCN1C(=O)[C@]2(C)[C@H](c3ccccc31)[C@@H](C(N)=O)CN2C(=O)C1CCCC1,1.5,-1.1,-2.9
COc1ccc(-c2cnc(-c3cccc(CNC(=O)c4cc(OC)cc(OC)c4)c3)[nH]2)cc1,12.9,-4.1,-3.2
CCCc1nnc(NC(=O)NCC(c2ccco2)N2CCCC2)s1 (stereo unspecified),2.0,-3.1,.
CC(C)c1nccc(CN2CCOC(CCc3ccccc3)C2)n1 (stereo unspecified),6.1,-3.6,.
Cc1ccc(CN(CCN2CCOCC2)CC(C)(C)O)s1,4.8,-6.2,-2.9
Cc1[nH]cnc1-c1nccn1CCCc1ccccc1,2.3,-5.0,-12.8
O=C(c1ccco1)N1CCCC(OCc2cccc(Cl)c2)C1 (stereo unspecified),-10.3,1.4,-2.5
CCC(OC(=O)c1cccc(NC(C)=O)c1)C(=O)Nc1ccc(F)cc1 (stereo unspecified),3.3,-2.1,.
COc1ccc(NC(=O)N2CCC3(CC2)C(=O)N(CC(=O)N2CCCC2)CN3c2ccccc2)cc1,.,-12.3,-10.3
COC(=O)[C@@H](C)NC(=O)[C@H]1CN(S(=O)(=O)c2ccccc2)CCN1C(=O)N1CCOCC1,-3.4,-1.3,-1.9
Cc1ncsc1CCC(=O)NCc1cnn2ccccc12,-4.1,-6.3,-15.5
Cc1cccn2c(=O)c3cc(C(=O)N4CCOCC4)sc3nc12,11.2,-2.0,.
O=C(O)CN1C(=O)C2C3C=CC(CC3)C2C1=O (stereo unspecified),0.0,-10.0,.
CC(=O)CCCCn1cnc2c1c(=O)n(C)c(=O)n2C,-7.7,7.2,.
COc1ccc(C(C)N(C)CCOC2CCCCC2C)cc1 (stereo unspecified),2.1,-0.7,3.7
CCOC(=O)C1(Cc2ccc(OC)cc2)CCN(S(=O)(=O)c2ccc(CC)s2)CC1,6.4,-2.3,.
COCCN(Cc1ccc(OS(=O)(=O)c2ccc(F)cc2)cc1)C(=O)c1ccco1,-0.4,-4.6,-7.0
Cc1nn(C)c(Cl)c1C1CCCN1c1ncccc1C#N (stereo unspecified),-0.2,0.8,.
CC(C)COc1nc(-c2ccc(Cl)c(Cl)c2)n(-c2ccc(NC(=O)c3ccc4c(c3)OCO4)cc2)n1,.,1.5,-4.3
Cc1ccoc1C(=O)NCc1csc(Br)c1,-12.2,-8.5,.
CC(Cc1ccco1)NS(=O)(=O)c1ncn(C)c1Cl (stereo unspecified),5.5,-4.5,.
C=CCn1ncc(CN2CCC(Cc3nncn3-c3ccccc3)CC2)c1C,.,-8.6,-10.9
CC(C)(C)c1nnnn1CC(=O)N(CC#N)c1ccccc1,17.6,-6.0,.
COc1ccc(-c2cnc3ncnn3c2N2CCCN(C(=O)Nc3ccc(C#N)cc3)CC2)cc1,.,-6.0,-7.4
CC(=NN1CCN(Cc2cccc3ccccc23)CC1)c1cccc(Br)c1,-3.8,-7.3,-5.9

# Quoted at random: six compounds from above
SMILES,NPYLR7 ag,hcGAS inh,mcGAS inh
CC(C)COc1nc(-c2ccc(Cl)c(Cl)c2)n(-c2ccc(NC(=O)c3ccc4c(c3)OCO4)cc2)n1,.,1.5,-4.3
C#CCN1C(=O)[C@]2(C)[C@H](c3ccccc31)[C@@H](C(N)=O)CN2C(=O)C1CCCC1,1.5,-1.1,-2.9
Cc1ccc(CN(CCN2CCOCC2)CC(C)(C)O)s1,4.8,-6.2,-2.9
COc1ccc(-c2cnc3ncnn3c2N2CCCN(C(=O)Nc3ccc(C#N)cc3)CC2)cc1,.,-6.0,-7.4
COc1ccc(C(C)N(C)CCOC2CCCCC2C)cc1 (stereo unspecified),2.1,-0.7,3.7
CC(Cc1ccco1)NS(=O)(=O)c1ncn(C)c1Cl (stereo unspecified),5.5,-4.5,.

# (next part)
SMILES,NPYLR7 ag,hcGAS inh,mcGAS inh
CC1=NN(CCCO)c2nc3c(c(=O)n(Cc4cc(C)ccc4C)c(=O)n3C)n2C1C (stereo unspecified),1.4,-3.8,-7.8
CC(C)c1nnc2sc(CC3CCS(=O)(=O)CC3)nn12,.,-1.4,-10.1
CCOC(=O)N1CCC(NC(C)c2ncnn2CC)CC1 (stereo unspecified),6.1,-5.9,.
CCOC(=O)C1CCCN(C(=O)CC(c2ccc(OC)c(OC)c2)c2c[nH]c3c(CC)cccc23)C1 (stereo unspecified),5.0,-1.0,-3.4
CCOc1ccc2nc(N3CCCN(Cc4nc5ccccc5s4)CC3)nc(C)c2c1,7.6,-0.4,-3.2
CN(C)C(=O)N1C[C@@H]2CC[C@H](C1)N(Cc1cnc(N3CCOCC3)s1)C2,.,-10.3,-4.2
CCC(C)N(Cc1cc(NC(=O)COC)ccc1N(C)C)S(=O)(=O)c1ccc(F)cc1 (stereo unspecified),.,-3.8,1.5
c1coc(-c2nc(CNC3CCC4(CCNCC4)CC3)no2)c1,10.2,0.0,-16.7
COc1cc2c(cc1OC)CN(C1CCCN(C(=O)CCc3ccccc3)C1)CC2 (stereo unspecified),2.3,-2.1,-3.4
CCOC(=O)c1nn(-c2ccc(C)cc2)c(=O)cc1NCc1ccccc1Cl,5.4,3.0,.
CN(CC[C@@H](Oc1ccc(-c2ccccc2)cc1)c1ccc(F)cc1)CC(=O)O,-14.4,-0.4,.
COCCN(Cc1nccn1Cc1cccc(C(F)(F)F)c1)C(=O)c1cccc(OC)c1,7.7,-1.3,-3.1
CCc1nc2n(n1)C(=O)C(C(c1ccc(Cl)cc1)N1CCN(CC)CC1)S2 (stereo unspecified),-4.8,-3.9,-6.6
CCCc1nc(C)cc(-c2cc(N)nc3[nH]ccc23)n1,3.2,2.8,.
O=C(Cc1cccs1)NC1CCN(c2ccccc2Cl)C1=O (stereo unspecified),5.3,-2.9,.
O=C(COc1ccc(Cl)cc1)N(Cc1nc2cc(Cl)ccc2o1)C1CCCC1,5.8,-6.7,-5.9
CCN(CCOc1ccccc1C)C(=O)CC1CNCCO1 (stereo unspecified),0.1,-3.1,-10.2
CCc1ccc(C(=O)Nc2ccc(N(C)C)c(C(=O)NCc3ccc(F)cc3)c2)cc1,-4.1,-0.3,1.5
COc1c[nH]c(C(=O)N2CCCC(C(=O)c3ccc(Cl)cc3C)C2)cc1=O (stereo unspecified),-8.7,-5.4,.
CC(C)n1cc(C#N)c(NC(=O)Cc2cc(F)ccc2F)n1,1.9,-0.5,.
COCCN(CC(=O)Nc1cc(-c2ccccc2)nn1-c1ccccc1)C(=O)c1cc(C(F)(F)F)cc(C(F)(F)F)c1,.,-12.6,-8.9
COCCn1c(O)c(C=NN2CC(=O)NC2=O)c(=O)[nH]c1=S,-1.5,-10.4,-3.8
Cc1ccccc1C1CC(N(C(=O)c2ccc(Br)cc2)C2CC2)C1 (stereo unspecified),3.3,-8.2,.
O=C(NCc1scnc1-c1ccccc1)c1ccc(-n2cnnc2)cc1,18.0,-10.5,-17.5
Cc1ccccc1CN1C[C@@H]2C[C@@H](c3cccs3)N3CCC[C@@]23C1=O,-0.7,-8.3,.

# 2 consecutive entries from above:
SMILES,NPYLR7 ag,hcGAS inh,mcGAS inh
CN(CC[C@@H](Oc1ccc(-c2ccccc2)cc1)c1ccc(F)cc1)CC(=O)O,-14.4,-0.4,.
COCCN(Cc1nccn1Cc1cccc(C(F)(F)F)c1)C(=O)c1cccc(OC)c1,7.7,-1.3,-3.1

# Five entries already listed, arranged by SMILES length, ascending:
SMILES,NPYLR7 ag,hcGAS inh,mcGAS inh
O=C(Cc1cccs1)NC1CCN(c2ccccc2Cl)C1=O (stereo unspecified),5.3,-2.9,.
CC(C)c1nnc2sc(CC3CCS(=O)(=O)CC3)nn12,.,-1.4,-10.1
CCc1nc2n(n1)C(=O)C(C(c1ccc(Cl)cc1)N1CCN(CC)CC1)S2 (stereo unspecified),-4.8,-3.9,-6.6
COCCN(Cc1nccn1Cc1cccc(C(F)(F)F)c1)C(=O)c1cccc(OC)c1,7.7,-1.3,-3.1
Cc1ccccc1CN1C[C@@H]2C[C@@H](c3cccs3)N3CCC[C@@]23C1=O,-0.7,-8.3,.

# (continued)
SMILES,NPYLR7 ag,hcGAS inh,mcGAS inh
Fc1ccc(C2=Nc3ncnn3C(c3cccc(Br)c3)C2)cc1 (stereo unspecified),6.5,-7.8,.
CC(CCc1ccccc1)NC(=O)c1cc(-c2ccccc2Cl)nn1-c1cccc(Cl)c1 (stereo unspecified),-1.7,-5.0,-5.3
Cc1ccc(-c2nc(CC(=O)N(C)Cc3ccc(C)o3)cs2)cc1,-2.3,-3.8,.
O=C(COc1coc(CN2CCc3ccccc32)cc1=O)OCc1ccccc1,1.0,-5.3,-7.6
COc1cc(-c2coc3c(C(=O)NCc4ccccc4)cccc23)ccc1O,-15.4,-2.1,-2.4
CC(C#N)(NC(=O)COc1cccc(Cl)c1Cl)C1CC1 (stereo unspecified),6.1,-4.7,-8.3
Cc1noc(C)c1CCC(=O)Nc1ccc(CN2CCC(C)CC2)cc1,-3.0,-6.4,-7.6
COc1ccccc1CC(=O)NC(C)(C#N)COc1ccc(F)c(F)c1 (stereo unspecified),0.2,-7.5,.
O=C(Cc1cccc2ccccc12)N1CCc2ccccc21,-6.5,-1.6,.
O=C(NCC1CCCO1)c1cccnc1N1CCN(S(=O)(=O)c2ccc(Cl)s2)CC1 (stereo unspecified),-6.5,-1.3,-4.4
Cc1ccc(NC(=O)NC2CCN(c3ccccc3C(=O)NCCc3cccs3)CC2)cc1,0.2,-2.9,-2.6
CC1(C(=O)NCc2ccccn2)CCN1C(=O)Cc1ccc(Cl)cc1Cl (stereo unspecified),-1.8,-3.4,-4.0
O=C(NCc1ccc2c(c1)OCO2)C1COC2(CCN(C(=O)C3CCC3)CC2)N1C(=O)c1ccc(F)cc1 (stereo unspecified),18.2,-3.9,-5.2
CC(C)c1nccn1Cc1cc(C(=O)NCC2OCCc3ccccc32)n[nH]1 (stereo unspecified),-1.2,3.2,-11.3
CC(=O)Nc1ccc(Cl)c(C(=O)NCCCc2csc(N)n2)c1,18.8,1.3,.
CC12CC3(C)CC(CN)(C1)CC(CCN)(C2)C3,.,3.2,0.1
Cc1ccc(-n2nc(C)cc2NS(=O)(=O)c2ccc(Cl)c(C#N)c2)nn1,5.2,4.3,.
CCCCc1ncc(-c2nccn2Cc2ccncc2)[nH]1,2.0,-4.1,.
Cn1c(=O)c2cc(N)cnc2n(C)c1=O,2.2,28.5,-4.6
CCSc1nnc(NC(=O)c2ccc3[nH]c(C)c(C)c3c2)s1,11.5,-14.7,.
NC(=O)c1ccc(NC(=O)c2cc3ccccc3oc2=O)cc1,-2.7,-5.7,-3.5
O=c1ccn2c(SCc3ccc([N+](=O)[O-])cc3)nnc2[nH]1,7.1,-4.9,.
C#CC(C)(CC)OCC(O)CN1CCN(CC)CC1 (stereo unspecified),1.1,-7.7,-6.7
O=C(CN(C(=O)C1CCCCC1)C1CC1)N(CCc1c[nH]c2ccccc12)Cc1ccc(C(F)(F)F)cc1,20.5,-5.6,-5.2

# Source: PubChem BioAssay
